# GSK3A inh: inhibitors of human GSK-3 alpha kinase | P49840 | 320,000 tested, 0.1% active | ADP-Glo luminescence, 60 min | inhibition, % at 10 µM;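 in the data active = inhibition above about 50%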;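 also: GST-tagged GSK-3 alpha with peptide substrate and 25 µM ATP; 0% = DMSO neutral wells and 100% = GW8510 positive control wells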
# Target sequence (P49840 whole entry, looked up): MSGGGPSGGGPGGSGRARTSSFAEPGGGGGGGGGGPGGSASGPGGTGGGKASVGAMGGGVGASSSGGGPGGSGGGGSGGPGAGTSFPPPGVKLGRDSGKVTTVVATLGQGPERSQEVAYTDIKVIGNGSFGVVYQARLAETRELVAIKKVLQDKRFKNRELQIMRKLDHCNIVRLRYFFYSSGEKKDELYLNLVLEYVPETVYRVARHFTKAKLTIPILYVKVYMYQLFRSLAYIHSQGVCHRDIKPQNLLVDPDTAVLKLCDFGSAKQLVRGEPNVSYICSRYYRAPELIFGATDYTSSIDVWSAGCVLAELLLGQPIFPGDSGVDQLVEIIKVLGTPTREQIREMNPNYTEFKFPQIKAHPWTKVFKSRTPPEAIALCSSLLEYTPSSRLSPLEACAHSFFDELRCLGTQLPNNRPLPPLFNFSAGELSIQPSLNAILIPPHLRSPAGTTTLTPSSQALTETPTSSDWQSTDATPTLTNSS
# KCNK3 block: human KCNK3 channel inhibition, primary screen; 340,000 tested, 0.84% active; CHO-KCNK3 thallium flux, FluxOR fluorescence; hits give low values; B-score at 10 µM;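 active = B-score under library mean minus 4 SD, starting fluorescence ratio at most library mean plus 5 SD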;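 also: more negative B-score means stronger inhibition of thallium flux through KCNK3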
# Target sequence (O14649 whole entry, looked up): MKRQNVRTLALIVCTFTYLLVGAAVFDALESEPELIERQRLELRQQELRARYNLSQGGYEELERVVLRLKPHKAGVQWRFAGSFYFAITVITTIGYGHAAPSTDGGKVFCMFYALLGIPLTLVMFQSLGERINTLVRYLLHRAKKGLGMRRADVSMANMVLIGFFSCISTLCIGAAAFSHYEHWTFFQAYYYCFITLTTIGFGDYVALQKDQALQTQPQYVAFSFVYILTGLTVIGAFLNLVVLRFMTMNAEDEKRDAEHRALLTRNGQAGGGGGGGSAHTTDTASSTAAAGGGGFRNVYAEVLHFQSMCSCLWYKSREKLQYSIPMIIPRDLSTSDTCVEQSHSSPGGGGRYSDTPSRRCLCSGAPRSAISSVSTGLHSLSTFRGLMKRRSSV
# Dyrk1A ADPGlo: inhibitors of rat Dyrk1A kinase | Q63470 | inhibition, % at 12.5 µM | 310,000 tested, 0.43% active | ADP-Glo luminescence, NFATc1 peptide; in the data active = inhibition above about 50%;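 also: plate controls were vehicle with enzyme for no effect and no enzyme for full effect; many of its hits are not listed in these tables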
# The depositor's hits bear a star; i = inactive. This is a subset; count on the stated rates, not on these rows.
Structure	GSK3A inh	KCNK3 block	Dyrk1A ADPGlo
O=C(CN1c2cccc3cccc(c23)S1(=O)=O)Nc1c(F)c(F)c(F)c(F)c1F	4.5	i	-3.4
O=C(NC(c1ccc(Cl)cc1)c1c(O)ccc2ccccc12)c1ccccc1 (stereo not given)	-1.9	i	0.8
O=C(Nc1ccc(Cl)cc1)C1CCCCN1S(=O)(=O)c1ccccc1 (stereo not given)	-0.3	i	0.1
CC(C)[C@H](NC(=O)c1ccccc1F)C(=O)NNC(=O)c1cccs1	-3.0	i	1.5
CCN(C(=O)COC(=O)c1cccnc1SC)c1c(N)n(Cc2ccccc2)c(=O)[nH]c1=O	1.2	i	-7.6
O=C(Nc1ccc(OC(F)(F)F)cc1)NC1CCC(Oc2ccc(C(=O)O)cc2)CC1 (stereo not given)	-5.5	i	14.9
Cc1cc(C)c(C)c(S(=O)(=O)N2CCC(C(=O)NCc3ccco3)CC2)c1C	0.8	i	-4.3
COC(=O)c1ccc(CNC(=O)[C@@H]2CCCN2S(=O)(=O)c2ccccc2F)cc1	-1.7	i	-2.1
COc1ccc(C(=O)OCc2c(-c3ccccc3)ncc3ccccc23)cc1	-1.5	i	8.9
O=C(OCC(=O)N1c2ccccc2Sc2ccccc21)c1ccc[n+]([O-])c1	0.3	i	-1.1
Cc1sc2ncnc(N3CCC(C(=O)Nc4sc5c(c4C(N)=O)CCC(C)C5)CC3)c2c1C (stereo not given)	1.6	i	-2.2
COc1cc(NC(=O)COC(=O)CNC(=O)C23CC4CC(CC(C4)C2)C3)cc(OC)c1	-1.7	i	4.9
O=C(CCN1C(=O)C2C3C=CC(C3)C2C1=O)N1CC(=O)N(CCc2ccccc2)C(=O)C1 (stereo not given)	0.1	i	3.7
Cc1nc(SCC(=O)NCC2CCCO2)c2cc(-c3ccccc3)sc2n1 (stereo not given)	-6.0	i	3.8
CCN(C(=O)CSc1ccc(S(=O)(=O)N2CCOCC2)cn1)c1ccccc1	15.0	i	-1.4
COc1ccc(CNC(=O)C(C)Sc2nc3ccccc3c(=O)n2CC2CCCO2)cc1 (stereo not given)	1.0	i	-3.2
O=C(CNC(=O)c1ccccc1F)Nc1ccc2c(c1)CCC2	-1.7	i	-2.6
O=C(CSc1nnc(COc2ccccc2F)n1-c1ccccc1)NCc1ccco1	-3.0	i	-0.8
Cc1ccc(-c2cc3onc(-c4ccccc4)c3c(=O)n2C)cc1	-2.4	i	-3.4
COc1ccc(CC(=O)Nc2nc(C)cs2)cc1OC	-2.0	i	-11.0

# Among those listed so far, 6 contain fluorine:
Structure	GSK3A inh	KCNK3 block	Dyrk1A ADPGlo
O=C(CN1c2cccc3cccc(c23)S1(=O)=O)Nc1c(F)c(F)c(F)c(F)c1F	4.5	i	-3.4
CC(C)[C@H](NC(=O)c1ccccc1F)C(=O)NNC(=O)c1cccs1	-3.0	i	1.5
O=C(Nc1ccc(OC(F)(F)F)cc1)NC1CCC(Oc2ccc(C(=O)O)cc2)CC1 (stereo not given)	-5.5	i	14.9
COC(=O)c1ccc(CNC(=O)[C@@H]2CCCN2S(=O)(=O)c2ccccc2F)cc1	-1.7	i	-2.1
O=C(CNC(=O)c1ccccc1F)Nc1ccc2c(c1)CCC2	-1.7	i	-2.6
O=C(CSc1nnc(COc2ccccc2F)n1-c1ccccc1)NCc1ccco1	-3.0	i	-0.8

# (continued)
Structure	GSK3A inh	KCNK3 block	Dyrk1A ADPGlo
CCCCn1nc(C(=O)NC2CCCCCC2)c2ccccc2c1=O	-2.2	i	-4.2
O=C(COC(=O)c1cccc(F)c1)NC(=O)NCc1ccccc1	-1.4	i	-1.0
CCOc1ccccc1Nc1nnc(SCC(=O)NCC2CCCO2)s1 (stereo not given)	0.0	i	2.4
Fc1ccc2c(-c3cccc(C(F)(F)F)c3)c(-c3ccccc3)ncc2c1	-0.7	i	22.0
Cc1nnc(NC(=O)c2ccc3c(c2)NC(=O)CS3)s1	0.5	i	1.8
C#CCOCCOCCOCCNc1nc(N2CCN(C(=O)[C@H](CCCN=C(N)N)n3cc(C(N)[C@@H](C)CC)nn3)CC2)nc(N2CCN(C(=O)[C@H](CCC(=O)O)n3cc([C@@H](N)CCCCN)nn3)CC2)n1 (stereo not given in full)	-0.5	i	3.0
CC(C)(C)OC(=O)NCCCCCNC(=O)c1[nH]cnc1C(=O)NC1CCN(C(=O)OC(C)(C)C)CC1	16.8	i	-8.4
CCOc1ccc(C(=O)CCC(=O)NCC(=O)Nc2c(C)cccc2C)cc1	0.3	i	-2.1
C[C@@H]1CC[C@@]23COC(=O)C2=CCC[C@@H]3[C@@]1(C)CC/C(=C/CO)CO	-0.7	i	-4.7
Nc1nnc(SCC(=O)Nc2cccc(S(=O)(=O)N3CCCCC3)c2)s1	-31.7	i	-1.5
C#CCOCCOCCOCCNc1nc(N2CCN(C(=O)CCCCCCCCCCNC(=O)Cn3cc(CCCCCN)nn3)CC2)nc(N2CCN(C(=O)CCCCCCCCCCNC(=O)Cn3cc(CCCCCN)nn3)CC2)n1	16.3	i	-0.9
Cc1ccc(-c2cc(C(=O)OCC(=O)Nc3cc(C)on3)c3ccccc3n2)c(C)c1	-1.0	i	-1.2
Cc1noc(C)c1NC(=O)Nc1cccc2c1O[C@H](CN(C)C(=O)Nc1ccccc1)[C@@H](C)CN([C@H](C)CO)C2=O	-4.2	i	-1.2
O=C(CN1C(=O)NC2(CCc3ccccc32)C1=O)Nc1c(Cl)cccc1Cl (stereo not given)	-1.6	i	-6.9
CCCCC1CCC(C(=O)N(C)CC(=O)Nc2cccc(OC)c2)CC1 (stereo not given)	-3.3	i	2.6
CC1CCCC(NC(=O)CSc2n[nH]c(N)n2)C1C (stereo not given)	-0.4	i	-2.4
CC(OC(=O)Cc1c[nH]c2ccccc12)C(=O)NC1CCCCC1C (stereo not given)	-4.2	i	-2.8
O=c1c2ccccc2nc(SCc2nc(-c3ccccc3)no2)n1-c1ccc(F)cc1	0.6	i	2.9
Cc1nn(C)c(C)c1NS(=O)(=O)c1ccc(Cl)s1	-3.3	i	0.0
COC(=O)C1=NN(C(=O)c2cccc(Cl)c2)C(O)(C(C)(C)C)C1 (stereo not given)	-2.2	i	1.3
O=C(COc1ccc(-c2nnco2)cc1)Nc1cc([N+](=O)[O-])ccc1F	0.1	i	-5.4
C=CCNc1nc(C(=O)OCC(=O)c2cccc(Br)c2)cs1	-3.1	i	0.3
COc1ccc(-c2ccc3c(c2)O/C(=C\c2ccsc2)C3=O)cn1	-0.7	i	1.4
CCC(=O)c1ccc(OCC(=O)Nc2ccccc2C(=O)NC2CC2)cc1	10.2	i	-0.5
Cc1ccc(-c2ccc(=O)n(CC(=O)NCc3ccco3)n2)cc1	-3.7	i	0.6
CC1CN(C(=O)COC(=O)c2cccc(S(=O)(=O)N3CCc4ccccc43)c2)CC(C)O1 (stereo not given)	-2.0	i	0.7
O=C(OCCc1cc2ccccc2c(=O)o1)c1cccs1	-0.3	i	0.6
COc1cc(OC)cc(-c2c(-c3ccc(F)cc3)c3cc(-c4ccc5c(c4)OCCO5)ccc3n2C)c1	1.8	i	-5.3
CN1CCC/C1=C/C=C1\SC(=S)NC1=O	13.8	i	-4.4
O=C(NCc1cc(C(F)(F)F)ccc1Cl)c1cccc2c1C(=O)c1ccc(N3CCCCC3)cc1S2(=O)=O	0.0	i	4.6
COc1cc(C(=O)NC(=S)N2CCN(C)CC2)cc(OC)c1OC	5.2	i	-6.1
CC1CCCC(NC(=O)CSc2nnc(C(F)(F)F)n2C)C1C (stereo not given)	-2.1	i	-5.6
CC(C)CN(C(=O)CSc1ncnc2ccccc12)C1CCS(=O)(=O)C1 (stereo not given)	-0.5	i	-2.3
Cc1ccc(S(=O)(=O)N2CCN(C(=O)Cn3cnc4c3c(=O)n(C)c(=O)n4C)CC2)cc1C	-6.8	i	-3.7
Cc1ccc(CNC(=O)COC(=O)c2cccnc2Cl)cc1	-0.1	i	2.7
COc1cccc2c1C(CO)N1C(C#N)C3CC(C(=O)O)C(C1C2)N3C (stereo not given)	0.1	i	-10.4
Cc1ccc(S(=O)(=O)N2[C@@H](c3ccccc3F)C(C(=O)O)=CC[C@H]2c2cccs2)cc1	-4.4	i	-2.2
CCn1c(C)[n+](CCOCC[n+]2c(C)n(CC)c3cc(Cl)c(Cl)cc32)c2cc(Cl)c(Cl)cc21	-0.9	i	6.3
CC(OC(=O)C1CC1)C(=O)Nc1cc(Cl)cc(Cl)c1 (stereo not given)	-1.0	-8.71*	2.3
O=C(CCc1ccccc1)NNC(=O)c1ccncc1	1.0	i	-4.7

# Other compounds.
# Sequence of screens – GSK3A inh, KCNK3 block, Dyrk1A ADPGlo
O=C1C=C(c2cccc(Cl)c2O)C[C@@H](c2ccc3c(c2)OCO3)C1
→ -1.9, i, 12.3
C=CCN1c2ccccc2C(=O)CS1(=O)=O
→ -2.7, i, 8.7
C=CCN=C1S/C(=C\N(C)C)C(=O)N1S(=O)(=O)c1ccc(C)cc1
→ 1.2, i, -2.6
CCOc1ccc(NC(=O)CNc2cccc(S(=O)(=O)N3CCCCCC3)c2)cc1OCC
→ -0.1, i, -3.5
O=C(OCC(=O)c1ccc[nH]1)c1ccc(F)c(S(=O)(=O)N2CCOCC2)c1
→ 0.7, i, 4.2
CCc1ccc(C2=CC(c3cc(Br)ccc3F)n3ncnc3N2)cc1 (stereo not given)
→ 6.6, -8.89*, 1.3
Cc1cccc(Nc2nnc(SCC(=O)NC(=O)CN3CCCC3=O)s2)c1
→ -3.0, i, 2.8
Cc1ccc(C)c(S(=O)(=O)Nc2ccc(C(=O)N3CC(C)OC(C)C3)cc2)c1 (stereo not given)
→ -2.3, i, -4.5
CC(=O)Nc1ccc(NC(=O)COC(=O)Cn2cnc3ccccc32)cc1
→ -2.2, i, 3.6
CNC(CC(=O)c1ccc([N+](=O)[O-])cc1)C(Cl)(Cl)Cl (stereo not given)
→ 0.5, i, -6.7
CS(=O)(=O)c1ccccc1C(=O)Nc1ccc(S(=O)(=O)N2CCCC2)cc1
→ -5.0, i, -4.3
C#CCOCCOCCOCCNc1nc(N2CCN(C(=O)CCCCCCCCCCNC(=O)[C@@H](CCC(=O)O)n3cc(CCCCCN)nn3)CC2)nc(N2CCN(C(=O)CCCCCCCCCCNC(=O)[C@H](CCCCN)n3cc(C[C@@H](C)CC)nn3)CC2)n1
→ 22.0, i, 4.2
C[C@@H](NC(=O)c1[nH]cnc1C(=O)Nc1ccon1)c1ccccc1
→ 25.3, i, 5.0
COc1ccc2cc(CCOC3CCCCO3)ncc2c1 (stereo not given)
→ 2.3, i, 2.0
Cc1ccc(S(=O)(=O)Nc2cc(Cl)ccc2-n2cncn2)cc1
→ 0.1, i, 32.4
COc1ccc(-c2sc3cc4c(cc3c2C#Cc2ccc(N)cc2)OCO4)cc1
→ -0.7, i, -4.2
CC(C)=CCC[C@](C)(O[C@@H]1O[C@H](CO[C@@H]2OC[C@H](O[C@@H]3OC[C@@H](O)[C@H](O)[C@H]3O)[C@H](O)[C@H]2O)[C@@H](O)[C@H](O)[C@H]1O)C1CC[C@]2(C)C1[C@H](O)CC1[C@@]3(C)CC[C@H](O)C(C)(C)C3[C@@H](O)C[C@]12C (stereo not given in full)
→ 0.2, i, -4.3
CCC(C)(C)C1CCc2[nH]nc(C(=O)NC3CCCCC3)c2C1 (stereo not given)
→ -0.6, i, 5.9
COc1cc2nc(CN3CCN(S(=O)(=O)c4ccccc4C(F)(F)F)CC3)[nH]c(=O)c2cc1OC
→ 6.5, i, 2.7
COc1ccc(NC(=O)c2ccc3c(c2)OCO3)cc1S(=O)(=O)N1CCOCC1
→ 3.9, i, 0.1
C#CCOCCOCCOCCNc1nc(N2CCN(C(=O)CCCCCCCCCCNC(=O)[C@H]([C@@H](C)CC)n3cc(CCCCN=C(N)N)nn3)CC2)nc(N2CCN(C(=O)CCCCCCCCCCNC(=O)[C@H](CO)n3cc(CCCCCN)nn3)CC2)n1
→ 22.4, i, 18.5
COc1cc(OC)cc(-c2c(-c3cccs3)c3cc(-c4ccc5c(c4)OCCO5)ccc3n2C)c1
→ -1.1, i, -2.7
COc1ccc(NC(=O)COC(=O)/C=C/c2cccs2)c(OC)c1
→ -5.0, i, -4.0
COc1ccc(CN2CCN(C(=O)c3ccc4c(c3)CCC4)CC2)cc1OC
→ -1.3, i, -1.5
O=C(COC(=O)c1ccc(F)cc1)NC1CC1
→ 16.9, i, 5.3
O=C(Nc1cccc(S(=O)(=O)N2CCOCC2)c1)C1CC1
→ -2.0, i, -2.5
COc1ccc2nc(C)c3cc(C)oc3c2c1
→ -1.6, i, 7.2
CCCOc1ccc(C2/C(=C(/O)c3ccccc3)C(=O)C(=O)N2CCCN(C)C)cc1OC (stereo not given)
→ -3.0, i, -3.9
Cc1ccccc1-c1cc(C(=O)NCc2cccc(Br)c2)nn1CC1CC(c2cccc([N+](=O)[O-])c2)=NO1 (stereo not given)
→ -2.7, i, 4.2
CC(NC(=O)COC(=O)c1ccc[nH]c1=O)c1ccccc1 (stereo not given)
→ -3.0, i, -5.2
C[C@H](Cc1ccccc1)Nc1ncnc2c1ncn2[C@@H]1O[C@H](CO)[C@@H](O)[C@H]1O
→ -1.6, i, -3.1
O=C1CN(S(=O)(=O)c2ccc(F)cc2)CCN1
→ -3.7, i, -1.4
